Screens: PubChem, National Center for Advancing Translational Sciences (NCATS)
Vif-APOBEC3G blk = Vif-A3G binding inhibition. Potency, µM (highest dose often 46.1 µM), without a hit: at the top dose activity, negative = active, hits mostly inhibitors. AID 602310. actives 0.076% (n = 410,000). HeLa A3G-eYFP + Vif (tagged APOBEC3G with the HIV-1 protein that degrades it), YFP fluorescence, overnight. Q9HC16;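 also: potency is read from the fitted curve at half-maximal effect; % is scaled to controls: 0 for no effect and ±100 for the full control effect; nearly all actives have a fitted effect of over 60% in size; hits raise eYFP signal because A3G escapes Vif-driven loss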
Target sequence (Q9HC16 whole entry, looked up): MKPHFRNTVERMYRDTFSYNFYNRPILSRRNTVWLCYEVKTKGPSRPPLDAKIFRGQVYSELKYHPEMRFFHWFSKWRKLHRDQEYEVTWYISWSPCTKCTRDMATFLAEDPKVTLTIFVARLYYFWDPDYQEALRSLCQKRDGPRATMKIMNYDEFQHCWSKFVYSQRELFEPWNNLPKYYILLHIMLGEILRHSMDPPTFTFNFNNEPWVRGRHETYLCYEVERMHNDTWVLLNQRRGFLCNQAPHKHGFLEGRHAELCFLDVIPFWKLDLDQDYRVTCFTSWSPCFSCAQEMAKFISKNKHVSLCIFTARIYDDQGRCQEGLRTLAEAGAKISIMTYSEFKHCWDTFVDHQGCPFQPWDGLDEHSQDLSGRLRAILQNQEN
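Read-out is eYFP fluorescence (Ex 488/Em 500-530) from Vif-expressing HeLa A3G-eYFP cells; more signal means A3G escaped Vif-mediated degradation. Cells plated overnight, compound pinned in, incubated overnight at 37 deg C.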
Glioma ERSR ind = ER stress response induction in glioma. AID 602332. U87-MG GRP78 promoter luciferase reporter, 16 h. actives 0.02% (n = 420,000). Potency, µM, for the others: at the highest dose activation, actives largely listed as activators; also: potency is read from the fitted curve at half-maximal effect; series mostly up to about 76 µM; % of control where 0% means no effect; nearly all actives have a fitted effect of over 35% in size
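Stably transfected U87-MG human glioma cells carrying a GRP78-based luminescent sensor were seeded at 1000 cells/well, pin-dosed with compounds and incubated 16 h. Luciferase reagent was then added, and end-point luminescence was read after 10 min at room temperature.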
USP1 inh = USP1/UAF1 (human) deubiquitinase inhibition. recombinant USP1/UAF1, Ub-Rhodamine cleavage fluorescence. Potency, µM (doses to about 57.1 µM), for the others: at the top dose activity change, negative = inhibition, hits mostly inhibitors. AID 743255. actives 0.23% (n = 390,000); also: potency is read from the fitted curve at half-maximal effect; % is scaled to controls: 0 for no effect and ±100 for the full control effect; nearly all actives have a fitted effect of over 60% in size; inactives centre near -12
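In this screen, compounds sit with the deubiquitinase complex (1nM) for 15 min at room temperature before Ub-Rho is added at 150nM final. Fluorescence rise is then followed for 6 reads every 60 seconds.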
Vif-APOBEC3F blk = inhibitors of Vif-A3F interaction; HeLa A3F-eYFP + Vif (tagged APOBEC3F with the HIV-1 protein that degrades it), YFP fluorescence increase; Potency, µM (top dose mostly 46.1 µM), for the others: at the highest dose activity, negative = active; actives 0.2% (n = 390,000); AID 602313; also: potency is read from the fitted curve at half-maximal effect; % of control where 0% means no effect; nearly all actives have a fitted effect of over 65% in size
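Fluorescence increase (Ex 488/Em 500-530) after overnight compound treatment at 37 deg C flags inhibition of Vif-driven A3F-eYFP loss in stable HeLa A3F-eYFP/Vif cells seeded overnight beforehand.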
rTrxR1 inhibitor = rat TrxR1 inhibition. O89049. recombinant rTrxR1, NADPH fluorescence consumption, selenite substrate. Potency, µM (top dose mostly 114 µM), for inactives: at the highest dose activity change, negative = inhibition, hits mostly inhibitors. actives 1% (n = 390,000); also: potency is read from the fitted curve at half-maximal effect; % is scaled to controls: 0 for no effect and ±100 for the full control effect; nearly all actives have a fitted effect of over 65% in size
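Rat TrxR1 (90 nM in the dispensed reagent) was pre-reduced with 400 uM NADPH for 5 min at room temperature, then incubated with compound for 15 min. After 400 uM selenite was added, NADPH fluorescence (Ex 340/Em 450 nm) was followed for 8 min.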
TrxR1 substrate = rat thioredoxin reductase 1 substrate activity | actives 0.01% (n = 390,000) | purified TrxR1 substrate turnover, NADPH consumption readout | O89049 | Potency, µM (doses to about 114 µM), for the others: top-dose activity change, negative = substrate turnover | AID 588456; also: potency is read from the fitted curve at half-maximal effect; % is scaled to controls: 0 for no effect and ±100 for the full control effect; nearly all actives have a fitted effect of over 50% in size
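Rat TrxR1, dispensed at 90 nM, was prereduced with 400 uM NADPH (final) for 5 min at ~22 deg C, then incubated with compound 15 min before 400 uM selenite. A first-read NADPH fluorescence drop versus no-compound background flagged substrates.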
LDHA block = inhibitors of human lactate dehydrogenase A. P00338. purified LDHA, NADH/diaphorase-resazurin fluorescence; hits give low values. actives 0.15% (n = 480,000). activity change, % (values are at about 110 or 230 µM); in the data active = activity change below about -30%; inconclusive = mostly about -25% to -30%;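 also: plate controls were DMSO wells for no effect and wells without enzyme for full effect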
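Enzyme activity of human lactate dehydrogenase 5 (2 nM; 0.06 mM NADH, 0.2 mM pyruvate, 5 min, RT) is measured via a resazurin/diaphorase fluorescence readout of residual NADH.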
IDH1 R132H inh = inhibitors of human mutant IDH1 R132H | actives 0.093% (n = 390,000) | IDH1-R132H enzyme, NADPH consumption, diaphorase/resazurin fluorescence | O75874 | AID 602179 | Potency, µM (highest dose often 76.6 µM), inactives show top-dose activity change, negative = inhibition, usual class: inhibitors; also: potency is read from the fitted curve at half-maximal effect; % is scaled to controls: 0 for no effect and ±100 for the full control effect; nearly all actives have a fitted effect of over 65% in size
Target sequence (O75874 whole entry R132H, stated change not applied): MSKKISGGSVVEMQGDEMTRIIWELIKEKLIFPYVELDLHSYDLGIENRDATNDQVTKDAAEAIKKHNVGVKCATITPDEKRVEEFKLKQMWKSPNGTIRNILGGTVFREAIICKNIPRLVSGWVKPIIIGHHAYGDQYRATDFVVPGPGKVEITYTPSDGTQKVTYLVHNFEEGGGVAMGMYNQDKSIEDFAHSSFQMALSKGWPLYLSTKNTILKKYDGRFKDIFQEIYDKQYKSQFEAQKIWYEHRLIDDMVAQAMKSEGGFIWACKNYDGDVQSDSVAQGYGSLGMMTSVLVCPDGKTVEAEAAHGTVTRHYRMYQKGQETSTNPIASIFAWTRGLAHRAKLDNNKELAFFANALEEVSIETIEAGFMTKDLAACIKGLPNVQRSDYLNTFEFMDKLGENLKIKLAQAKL
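IDH1-R132H (0.5 ug/mL dispensed) in pH 7.5 Tris buffer was preincubated 30 min with compound, then given a substrate mix of 0.016 mM NADPH and 2 mM alpha-KG for 80 min at room temperature; remaining NADPH was read by diaphorase/resazurin fluorescence.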
RGS4 inhibitor = blocks human RGS4-accelerated GTP hydrolysis; Potency, µM (top dose mostly 114 µM), for the others: at the top dose activity change, negative = inhibition, hits mostly inhibitors; actives 0.039% (n = 390,000); P49798; Transcreener GDP fluorescence polarization, RGS4-accelerated GTP hydrolysis; also: potency is read from the fitted curve at half-maximal effect; % is scaled to controls: 0 for no effect and ±100 for the full control effect; nearly all actives have a fitted effect of over 75% in size; some results filed as inactive show a strong effect at the top dose
Target sequence (P49798 whole entry, looked up): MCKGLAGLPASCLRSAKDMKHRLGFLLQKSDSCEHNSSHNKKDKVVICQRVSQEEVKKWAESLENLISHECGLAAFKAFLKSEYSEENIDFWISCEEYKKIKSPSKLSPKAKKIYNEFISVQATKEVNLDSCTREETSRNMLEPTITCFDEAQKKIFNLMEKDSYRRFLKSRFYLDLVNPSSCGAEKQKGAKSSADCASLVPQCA
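MLSMR compounds (23 nl, pin-transferred) preincubated 10 min at room temperature with a 500nM (2x) first reagent, then RGS4 at 900nM (2x) plus Transcreener GDP mix added; fluorescence polarization (620/688 nm) read before and after 90 min at 30 °C.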
The depositor's hits bear a star; u = inconclusive; x = not tested or not shown; & = joins results of further samples; [ ] = another dose, or the depositor's remark. Unless noted, calls follow the shape of the dose curve; as a rule, active = well fitted curve in the direction sought with a large enough effect; inconclusive = small, poorly fitted or top-dose-only effect, or another doubt; inactive = no such curve, though single readings can be large; an effect the other way counts as inactive or inconclusive. The list is partial; rates above refer to the full screens.

Results follow in this order: Vif-APOBEC3G blk	Glioma ERSR ind	USP1 inh	Vif-APOBEC3F blk	rTrxR1 inhibitor	TrxR1 substrate	LDHA block	IDH1 R132H inh	RGS4 inhibitor
#1 Cc1ccccc1NC(=O)C1=CC=CN2CCS(=O)(=O)N=C12
    0%	-4%	-17%	-3%	6%	-6%	-9	12%	26%
#2 CN1CCN(CC#CCn2c3ccccc3c3ccccc32)CC1
    -14%	3%	-3%	-18%	-11%[57.1 µM]	4%[57.1 µM]	-1	1%	-5%
#3 O=C(CN(C(=O)CCC(=O)Nc1nccs1)c1ccccc1F)NCC1CCCO1 (stereo not given)
    -3%	-3%	-2%	1%	5%[57.1 µM]	6%[57.1 µM]	-6	2%	13%
#4 CCOc1ccccc1CNC(=O)C1CCCN(c2nnc(C)c3c(C)n(-c4ccccc4)nc23)C1 (stereo not given)
    u	-6%&-6%	u	u	11%&22%	11%&16%	-3&1	10%&-5%	-25%&9%
#5 C[C@@H]1CN([C@@H](C)CO)S(=O)(=O)c2ccc(Br)cc2O[C@H]1CN(C)C(=O)c1ccccc1
    1%	-3%	4%	-1%	x	x	-6	-10%	x
#6 COc1ccc(NS(=O)(=O)c2cc(NC(=O)c3ccc(Cl)cc3)ccc2N2CCOCC2)cc1
    u	-4%	-15%	-8%	21%	3%	4	-1%	8%
#7 CC(=O)c1ccc(OCC(=O)NCC(c2ccco2)N2CCCCC2)cc1 (stereo not given)
    -3%	-5%	-9%	-6%	12%[57.1 µM]	12%[57.1 µM]	-7	4%	-8%
#8 CCOc1ccc(NC(=O)c2oc3ccccc3c2NC(=O)C2CCCCC2)cc1
    0%	-4%	-32%	-5%	-7%	4%	5	-5%	-2%
#9 Cc1ccc(CN2CCN(Cc3nc4ccccc4nc3C)CC2CCO)cc1 (stereo not given)
    -3%	0%	-22%	5%	u	-3%	-2	-2%	-22%
#10 COc1ccc(-c2csc(N(CCCN(C)C)C(=O)c3ccccc3C)n2)cc1
    0%	-6%	-18%	12%	16%	0%	1	1%	-8%
#11 COc1ccccc1NC(=O)CN1CCN(S(=O)(=O)c2ccc(Br)cc2)CC1
    1%	-2%	-13%	-5%	14%	7%	-9	-1%	10%
#12 Cc1cc(NC(=O)CCC(=O)N(Cc2ccco2)C2(C(=O)NC3CCCC3)CCCCC2)no1
    0%	-2%	0%	0%	32%[57.1 µM]	13%[57.1 µM]	-4	7%	-4%
#13 CC(=O)Oc1cccc(N2C(=O)c3ccc(C(=O)O)cc3C2=O)c1
    0%	1%	-5%	-14%	-2%	0%	-8	8%	-15%
#14 COC(=O)C1=C(C(=O)OC)[C@@H]2N(C)c3ccccc3[C@@]23C[C@@H](C(=O)OC)N(C(=O)C2CCC2)C3=N1
    -6%	-2%	-23%	4%	7%[57.1 µM]	4%[57.1 µM]	2	-12%	-3%
#15 CCOc1ccc(-c2cccc(NS(=O)(=O)c3cc([N+](=O)[O-])ccc3Cl)c2)nn1
    -4%	0%	-11%	6%	6%	0%	-5	2%	-18%
#16 O=C(CSc1n[nH]c(=O)n1C1CC1)Nc1ccc(OC(F)(F)F)cc1
    0%	-3%	-12%	-7%	10%[57.1 µM]	5%[57.1 µM]	-10	0%	27%
#17 CC1=C(C(=O)OCC2CCCO2)C(c2coc3ccc(Cl)cc3c2=O)C2=C(CCCC2=O)N1 (stereo not given)
    -3%	0%	-20%	-41%	22%[57.1 µM]	6%[57.1 µM]	-3	0%	-4%
#18 Cc1cc(NC(=O)c2ccccc2C)n(-c2cccc(F)c2)n1
    -19%	5%	-5%	4%	23%[57.1 µM]	16%[57.1 µM]	-6	19%	1%
#19 O=C(c1ccc(F)cc1)C(CN1CCOCC1)c1ccccc1 (stereo not given)
    -28%	-15%	-9%	8%	56µM*	-10%	0	5%	-40%
#20 COc1ccc(C(=O)C2CCCN(C(=O)c3cccc(Cl)c3F)C2)cc1OC (stereo not given)
    4%	-6%	-30%	-3%	24%	1%	-6	5%	15%
#21 CS(=O)(=O)c1ccc2nc(NC(=O)C3CC(=O)N(c4ccccc4)C3)sc2c1 (stereo not given)
    -1%	-6%	-17%	13%	2%[57.1 µM]	5%[57.1 µM]	-3	1%	-15%
#22 O=C(Cc1cc(=O)[nH][nH]1)N/N=C/c1c(F)cccc1Cl
    1%	-3%	-10%	4%	-4%	7%	1	0%	-25%
#23 CCOC(=O)c1cn(CC(=O)Nc2cccc(Cl)c2)nn1
    -13%	-5%	-6%	1%	5%	-2%	-18	-19%	9%
#24 C#CCNC(=O)C1=C[C@@H](C2CC2)[C@H](CCCO)[C@@H](OCC)O1
    0%	-3%	-21%	1%	29%	5%	0	-13%	18%
#25 CC1(C(=O)NCc2ccc(Cl)c(Cl)c2)Oc2ccccc2NC1=O (stereo not given)
    0%	-5%	-5%	-10%	14%[57.1 µM]	5%[57.1 µM]	-15	-1%	-5%
#26 CN=C(Nc1cccnc1)c1cccc(C(F)(F)F)c1
    1%	-4%	-10%	1%	3%	-2%	-5	-6%	-8%
#27 CCn1c(COc2ccc3c(c2)OCO3)nnc1SCC(=O)c1ccc(Cl)cc1
    0%	-4%	-6%	-7%	2%	11%	0	6%	2%
#28 COc1ccc(-c2cc(C(=O)N3CCN(C(=O)c4ccco4)CC3)[nH]n2)cc1
    -2%	-4%	-14%	-2%	19%	0%	-3	-5%	7%
#29 O=C(NNC(=O)c1ccc(Cl)c(Cl)c1)c1cccnc1
    -1%	0%	-17%	0%	12%	-4%	-2	-9%	19%
#30 COc1ccccc1OCCNC(=O)c1c(-c2ccccc2Cl)noc1C
    3%	6%	-21%	2%	8%	2%	2	2%	1%
#31 Cc1[nH]c2ccccc2c1C(=O)C(=O)Nc1ccc2c(c1)OCCO2
    -10%	4%	-23%	4%	-25%	-17%	1	11%	8%
#32 COc1ccc(/C=C/c2cc[n+](C(=O)Cc3ccccc3)cc2)cc1
    3%	-7%	-22%	2%	7%[57.1 µM]	2%	2	9%	5%
#33 CCCCN(C)c1nc(-c2ccco2)c2c(c1C#N)CC(C)(C)OC2
    u	-13%	-15%	-16%	3.5µM*	-4%	8	7%	u
#34 O=C(CSc1ccc2ccccc2c1)NCc1cccs1
    2%	0%	-18%	5%	13%[57.1 µM]	5%[57.1 µM]	-4	1%	5%
#35 CC(C)(Cc1ccc(O)cc1)NC(=O)CC(=O)N=Nc1c(O)[nH]c2ccc(Br)cc12
    -9%	0%	-20%	3%	2%[57.1 µM]	3%[57.1 µM]	-9	-4%	17%
#36 Cc1cc(C)c(NC(=O)CCC(=O)N2Cc3ccccc3Oc3ncccc32)c(C)c1
    -4%	-6%	-17%	3%	6%	-1%	-10	19%	2%
#37 CC(C)Oc1ccc(NC(=O)CCC(=O)O)cc1
    1%	-3%	-9%	9%	23%	6%	-6	1%	4%
#38 O=S(=O)(c1ccc(NCc2ccc(F)cc2)nc1)N1CCCC1
    -1%	-1%	-18%	1%	25%[57.1 µM]	-2%[57.1 µM]	-3	5%	-13%
#39 Cc1ccc(CNc2nccn(-c3cc(C)cc(C)c3)c2=O)cc1
    -3%	2%	-16%	0%	11%[57.1 µM]	6%[57.1 µM]	-3	-4%	-11%
#40 Cc1ccc(N2CC(C(=O)Nc3nccs3)CC2=O)cc1 (stereo not given)
    2%	0%	-11%	-7%	1%[11.4 µM]	10%[57.1 µM]	-11	0%	16%
#41 COc1ccc(-c2nn(-c3ccccc3)cc2/C=C\C(=O)N2CCOCC2)cc1[N+](=O)[O-]
    0%	-5%	-21%	-33%	5%	3%	-4	-3%	-4%
#42 COc1cccc(-c2nc(CS(=O)CC(=O)NC3CCCC3)c(C)o2)c1 (stereo not given)
    0%	0%	-12%	2%	-41%	10%[57.1 µM]	6	8%	-5%
#43 Cc1cc(NC(c2cccnc2)c2ccc3cccnc3c2O)no1 (stereo not given)
    -23%	3%	-2%	x	u	-6%[2.29 µM]	12	2%	12%
#44 O=C(Nc1cccnc1)c1cc(-c2ccc3c(c2)OCO3)on1
    1%	5%	-6%	-3%	9%[57.1 µM]	10%[57.1 µM]	-6	3%	-3%
#45 O=C(CCN1CCCCC1)Nc1ccccc1
    4%	-4%	-12%	13%	-5%[57.1 µM]	-4%[57.1 µM]	0	0%	15%
#46 C[C@@H](C(=O)Nc1ccc2ccccc2c1)[C@@H]1C[C@@]1(C)[C@@H](NC(=O)c1ccccc1)c1ccccc1
    -2%	-1%	-14%	0%	27%	9%	-4	4%	4%
